GPR151 activ = activators of human GPR151. PathHunter beta-arrestin GPR151 cells, luminescence. Q8TDV0. 650,000 tested, 1% active. activation, % at 11.2 µM; in the data active = activation above about 4.9%;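 also: 0% = median of compound wells and 100% = cells with positive control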
Target sequence (Q8TDV0 whole entry, looked up): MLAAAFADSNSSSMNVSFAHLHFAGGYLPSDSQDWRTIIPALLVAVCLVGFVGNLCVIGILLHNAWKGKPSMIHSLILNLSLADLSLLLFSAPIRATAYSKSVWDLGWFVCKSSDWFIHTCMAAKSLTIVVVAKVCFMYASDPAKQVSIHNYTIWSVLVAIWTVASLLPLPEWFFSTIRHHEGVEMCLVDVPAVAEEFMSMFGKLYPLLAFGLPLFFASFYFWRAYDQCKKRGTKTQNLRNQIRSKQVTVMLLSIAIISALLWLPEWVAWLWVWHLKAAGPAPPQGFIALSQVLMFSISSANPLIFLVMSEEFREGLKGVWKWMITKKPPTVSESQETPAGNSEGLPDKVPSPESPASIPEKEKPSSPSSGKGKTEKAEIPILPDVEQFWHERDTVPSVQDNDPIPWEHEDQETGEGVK
TEAD-YAP inh = TEAD-YAP interaction inhibition. HEK-TIYL cells, TEAD-Gal4/YAP UAS-luciferase luminescence. inhibition, % at 9.12 µM. 640,000 tested, 1.4% active; in the data active = inhibition above about 32%;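 also: 0% = median of test compound wells and 100% = reference inhibitor wells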
MITF primary = inhibitors of human MITF; O75030; AlphaScreen MITF homodimerization, bead proximity signal; inhibition, % at 2.6 µM; 650,000 tested, 0.91% active; AID 1259374; in the data active = inhibition above about 50%;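 also: 0% = vehicle wells with protein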
Target sequence (O75030 whole entry, looked up): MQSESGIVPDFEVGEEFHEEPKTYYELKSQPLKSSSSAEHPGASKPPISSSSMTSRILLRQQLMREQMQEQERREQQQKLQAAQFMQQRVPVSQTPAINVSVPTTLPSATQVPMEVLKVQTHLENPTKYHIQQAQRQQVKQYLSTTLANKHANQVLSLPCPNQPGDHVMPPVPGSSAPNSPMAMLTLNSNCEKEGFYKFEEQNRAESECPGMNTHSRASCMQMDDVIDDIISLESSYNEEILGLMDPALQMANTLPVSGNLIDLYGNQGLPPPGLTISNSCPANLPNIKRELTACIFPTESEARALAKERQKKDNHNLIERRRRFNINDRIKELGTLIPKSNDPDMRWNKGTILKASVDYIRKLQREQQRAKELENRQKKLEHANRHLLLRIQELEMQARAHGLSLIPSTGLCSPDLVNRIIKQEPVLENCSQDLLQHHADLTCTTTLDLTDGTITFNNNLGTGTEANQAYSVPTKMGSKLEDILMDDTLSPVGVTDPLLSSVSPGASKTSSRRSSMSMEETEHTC
FBW7 act = activators of human E3 ligase FBW7; Q969H0; AlphaScreen FBW7–phospho-cyclin E peptide binding, activator screen; normalized activity (activation), % at 26.1 µM; 650,000 tested, 0.13% active; in the data active = normalized activity above about 1.9%;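 also: purified mutant Fbw7 with reduced substrate affinity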
The depositor's hits bear a star.

SMILES	GPR151 activ	TEAD-YAP inh	MITF primary	FBW7 act
Cc1cnc(C)c(-c2ccc3c(c2)CC(CNC(=O)c2ccoc2)O3)n1 (stereo not given)	-0.3	1	10	0.7
CC(=O)OCC1OC(OC2(CO)OC(CO)C(OC(C)=O)C2OC(C)=O)C(OC(C)=O)C(OC(C)=O)C1O (stereo not given)	0.0	12	-4	-0.1
CSc1ccc(-c2nc3ccccc3c(=O)[nH]2)cc1	-0.6	15	5	0.9
O=C(Nc1ccccc1)C1CCCN1C(=O)Nc1cccc(F)c1 (stereo not given)	0.0	-5	3	-0.2
C=C(C)Cn1c(SCC(N)=O)nc2c1c(=O)[nH]c(=O)n2C	0.6	-6	-14	0.1
Cc1cc(C)nc(NS(=O)(=O)c2ccc(NC(=O)Cc3ccccc3)cc2)n1	-0.6	10	-4	-0.1
CCOC(=O)c1c(NC(=O)CSc2nnc(C)o2)sc2c1CCCC2	0.8	-13	0	0.1
CCN(CC)CCN1CCN(c2ncc(-c3cccc(C(N)=O)c3)n3ccnc23)CC1	1.8	9	-10	-0.6
C=CCNC(=O)c1sc2ccccc2c1Cl	1.7	-16	-7	0.2
CCSCCOC(=O)C1=C(C)NC(=O)NC1c1ccc2ccccc2c1 (stereo not given)	-0.1	-5	-1	0.0
COc1ccc2o/c(=N\O)c(C(=O)Nc3ccccc3Cl)cc2c1	0.4	-15	1	-0.2
Cc1cccc(C(=O)Nc2ccc3oc(-c4ccc(Cl)c(Cl)c4)nc3c2)c1	0.9	-2	7	0.0
O=C(Cc1cccs1)Nc1nnc(SCC(=O)N2CCOCC2)s1	4.3	0	13	0.0
CCOC(=O)c1csc(Nc2ccc(Cl)c(C(F)(F)F)c2)n1	-0.1	3	1	0.0
CC(=O)N(Cc1ccc(F)cc1)C1=C(Cl)C(=O)c2ccccc2C1=O	-3.4	13	10	-0.1
CCCOc1ccc(C2NC(=O)NC(C)=C2C(=O)OCC(C)C)cc1OC (stereo not given)	1.5	-20	9	-0.2
O=C(CO/N=C/c1ccccc1OC(F)F)N1CCc2ccccc21	-0.5	-4	-2	0.1
Cc1nccn1CC(=O)N/N=C/c1c[nH]c2ccccc12	-1.0	-2	3	0.1
Cc1csc(SCc2cc(=O)c(OC(=O)c3cccc([N+](=O)[O-])c3)co2)n1	-1.4	1	17	-0.1
Cc1cnc(Nc2nc3ccccc3n2C)nc1Nc1ccccc1	-0.7	-17	73*	0.0
Cc1ccccc1C(=O)Nc1ccc(NC(=O)C(C)C)cc1	-1.4	-33	-1	0.0
CCSc1ccc(-c2cnc(NCc3cccnc3)c3nccn23)cc1	-1.4	-5	2	-0.1
O=C(CN1C(=O)c2ccccc2S1(=O)=O)N1CCN(Cc2ccc3c(c2)OCO3)CC1	0.0	-4	7	0.1
CC1CCN(c2cc(N(C)CCO)c([N+](=O)[O-])c3nonc23)CC1	-0.3	15	16	0.3
CCOc1cc2[nH]c(=O)n(Cc3ccccn3)c(=O)c2cc1OCC	-0.1	10	8	0.1

As entered above.
`COc1ccc2o/c(=N\O)c(C(=O)Nc3ccccc3Cl)cc2c1` in MITF primary = 1
`Cc1cccc(C(=O)Nc2ccc3oc(-c4ccc(Cl)c(Cl)c4)nc3c2)c1` in GPR151 activ = 0.9
`O=C(CO/N=C/c1ccccc1OC(F)F)N1CCc2ccccc21` in TEAD-YAP inh = -4
`CSc1ccc(-c2nc3ccccc3c(=O)[nH]2)cc1` in FBW7 act = 0.9
`CCOc1cc2[nH]c(=O)n(Cc3ccccn3)c(=O)c2cc1OCC` in MITF primary = 8
`CC(=O)N(Cc1ccc(F)cc1)C1=C(Cl)C(=O)c2ccccc2C1=O` in GPR151 activ = -3.4
`C=C(C)Cn1c(SCC(N)=O)nc2c1c(=O)[nH]c(=O)n2C` in GPR151 activ = 0.6

New compounds follow:
SMILES	GPR151 activ	TEAD-YAP inh	MITF primary	FBW7 act
CCOc1ccc(-n2c(O)c(/C=N/NC(=O)OC(C)(C)C)c3ccccc3c2=O)cc1	-0.2	-3	-14	0.1
Cc1ccc2oc(-c3ccc(Cl)c(NC(=S)NC(=O)c4cc5ccccc5o4)c3)nc2c1	3.9	-32	-9	-0.1
O=C1CSC(c2ccccc2F)N1c1ccccc1F (stereo not given)	0.2	5	15	0.1
CC(NC(=O)c1cccc(C(F)(F)F)c1)c1ccc2c(c1)OCO2 (stereo not given)	0.6	4	3	-0.2
COc1ccc(-c2cc(C(F)(F)F)n3ncc(C(=O)N4CCc5ccccc5C4)c3n2)cc1OC	1.6	2	21	0.2
CCOC(=O)CSc1nnc(-c2ccc(Br)cc2)o1	0.8	-1	0	0.1
COc1cccc(CC2(CO)CCN(C(=O)CN3CCCC(c4ccccc4)C3)CC2)c1 (stereo not given)	5.2*	0	7	-0.1
Nc1cc(Cl)ccc1C(=O)OCC(=O)N1CCN(C(=O)c2ccco2)CC1	0.1	3	9	0.2
CC1=C(C(=O)OC(C)C)C(c2ccc(C(F)(F)F)cc2)C2=C(CC(c3cccs3)CC2=O)N1 (stereo not given)	-0.7	9	13	0.3
CC1(C)Oc2ccc(NC(=O)CCC3CCCC3)cc2O1	0.2	-57	-1	-0.3
O=C(c1ccccc1)C1CN(C2CCS(=O)(=O)C2)CCC1(O)c1ccccc1 (stereo not given)	2.7	4	1	0.1
Cc1ccccc1NS(=O)(=O)c1ccc2c(c1)NC(=O)CC(=O)N2	-0.4	-3	3	0.0
COc1ccc(Nc2nc(S(=O)(=O)c3ccc(C)cc3)c(Cl)s2)cc1	1.9	20	2	0.1
CNC(=S)N/N=C/c1cc2c(cc1[N+](=O)[O-])OCO2	-0.5	-8	11	0.6
COc1ccc(-c2csc(NC(C)=O)n2)cc1Br	0.8	1	21	1.1
CCCCNC(=O)c1ccc(-n2c(=S)[nH]c3ccccc3c2=O)cc1	0.6	6	-3	0.0
COc1ccc(O)c(/C=N/NC(=O)C(C)Nc2ccc(Br)cc2)c1 (stereo not given)	-0.5	7	16	0.1
Cc1cc2nc(/C(C#N)=C\c3cc4c(cc3[N+](=O)[O-])n(C)c(=O)n4C)[nH]c2cc1C	0.1	1	4	0.0
O=C(Nc1ccccc1I)c1cccs1	2.7	-9	7	0.2
CCOc1cn2c(cc1=O)C(=O)N(CCNC(=O)c1ccc(Cl)cc1)CC2	-0.8	-5	-14	-0.1
CC(NCC1COc2ccccc2O1)C1COc2ccccc2O1 (stereo not given)	-0.4	3	31	-0.1
OCCNc1nc(Nc2ccc(-n3ccnc3)cc2)nc2c1ncn2Cc1ccc(C(F)(F)F)cc1	2.6	0	9	0.0
COc1ccc(OC)c(NC(=O)[C@H]2CC=CC[C@H]2C(=O)O)c1	-1.0	-3	-2	-0.1
O=C(Nc1cccc(F)c1)C1CCC(CNc2c(N3CCCC3)c(=O)c2=O)CC1 (stereo not given)	0.6	4	-2	-0.1
O=C1c2ccccc2S(=O)(=O)N1c1ccccc1I	-0.8	-3	-5	0.0

In the list so far, 5 contain a thiophene ring, fused or not.
SMILES	GPR151 activ	TEAD-YAP inh	MITF primary	FBW7 act
CCOC(=O)c1c(NC(=O)CSc2nnc(C)o2)sc2c1CCCC2	0.8	-13	0	0.1
C=CCNC(=O)c1sc2ccccc2c1Cl	1.7	-16	-7	0.2
O=C(Cc1cccs1)Nc1nnc(SCC(=O)N2CCOCC2)s1	4.3	0	13	0.0
CC1=C(C(=O)OC(C)C)C(c2ccc(C(F)(F)F)cc2)C2=C(CC(c3cccs3)CC2=O)N1 (stereo not given)	-0.7	9	13	0.3
O=C(Nc1ccccc1I)c1cccs1	2.7	-9	7	0.2

The listing continues:
SMILES	GPR151 activ	TEAD-YAP inh	MITF primary	FBW7 act
COC(=O)c1sc(NC(=S)NNC(=O)c2ccco2)c(C(=O)OC)c1C	-2.2	5	-10	0.6
CCN1CCCC1CNC(=O)C(=O)Nc1ccc(Cl)cc1 (stereo not given)	0.2	-3	5	-0.2
CCCC(=O)Nc1c2c(nn1-c1ccccc1)CS(=O)C2 (stereo not given)	0.9	7	8	-0.1
COc1ccc(C(=O)c2oc3ccccc3c2NC(=O)c2ccccc2C)cc1	-1.0	-2	-6	-0.1
CCc1ccc(NC(=O)CSc2nc(=O)n(CCN3CCOCC3)c3c2CCCC3)cc1	-0.5	1	-23	0.0
CCCCNC(=O)CN(c1ccc([N+](=O)[O-])cc1)S(=O)(=O)c1ccccc1	0.3	0	10	0.7
c1ccc2c(c1)CCCN2Cc1nnnn1C1CCCC1	-0.4	-5	-3	0.0
CN(C)c1ccc(C(=O)Oc2ccc(F)cc2)cc1	-0.2	5	0	0.0
CCOC(=O)c1ccc(CN(Cc2ccc(Br)cc2)S(=O)(=O)c2ccc(F)c(C(=O)Nc3ccc(F)c(F)c3)c2)cc1	1.2	8	6	0.0
CC(=O)Nc1ccc(NC(=S)NC(=O)c2cccc(C)c2)cc1	1.0	-13	-3	-0.1
Cc1nc(SCc2ccc(F)cc2)[nH]c(=O)c1CC(=O)N1CCN(c2ccccc2Cl)CC1	0.5	-6	3	-0.1
COc1ccc(C2C(C(=O)N3CCCC(C)C3)c3ccccc3C(=O)N2C2CCCCC2)cc1 (stereo not given)	0.4	6	5	1.5
CN=c1scc(-c2ccc3c(c2)NC(=O)CO3)n1/N=C/c1cccs1	-2.4	27	31	0.0
COC(=O)c1ccc(CN2CCN(CC=C(C)C)C(CCO)C2)cc1 (stereo not given)	1.1	5	-22	0.0
COC(=O)c1ccccc1NC(=O)CNC(=O)c1ccccc1	1.5	5	12	-0.1
COc1cccc(-c2cc(C(=O)Nc3cc(Cl)cc(Cl)c3)c3ccccc3n2)c1	-0.3	-7	-4	-0.1
COc1cccc(N(CC(=O)NCCSC(C)(C)C)S(C)(=O)=O)c1	1.3	1	5	-0.1
Cc1nc(-c2cccc(NC(=O)C3CC(=O)c4ccccc43)c2)cs1 (stereo not given)	7.2*	13	6	0.3
COc1cccc2sc(N(Cc3cccnc3)C(=O)c3cc(C)n(C)n3)nc12	-0.9	-6	13	0.1
O=C(NCc1ccccc1)c1cccc(OC2CCN(C3CCSC3)CC2)c1 (stereo not given)	2.8	8	15	0.0
CCC(=O)NC(=S)NNC(=O)c1ccc(NC(=O)c2ccccc2)cc1	-6.7	-5	26	-0.3
CN1CCc2c(sc(NC(=O)c3ccc(S(=O)(=O)N(C)C4CCCCC4)cc3)c2C(N)=O)C1	-0.6	1	6	-0.1
Cn1cc(C(=O)N/N=C/c2ccc(O)cc2O)ccc1=O	0.8	-10	9	-1.1
O=C(COC(=O)c1n[nH]c2ccccc12)Nc1ccc2c(c1)C(=O)c1ccccc1C2=O	-0.5	-25	2	-0.1
CCOC(=O)c1cnc2c(ccc3[nH]snc32)c1=O	0.4	6	-1	0.1

Some entries already given, reduced to MITF primary.
SMILES	MITF primary
CC1=C(C(=O)OC(C)C)C(c2ccc(C(F)(F)F)cc2)C2=C(CC(c3cccs3)CC2=O)N1 (stereo not given)	13
CCOc1cc2[nH]c(=O)n(Cc3ccccn3)c(=O)c2cc1OCC	8
Cc1cc(C)nc(NS(=O)(=O)c2ccc(NC(=O)Cc3ccccc3)cc2)n1	-4
Cc1ccccc1NS(=O)(=O)c1ccc2c(c1)NC(=O)CC(=O)N2	3
CCOC(=O)c1csc(Nc2ccc(Cl)c(C(F)(F)F)c2)n1	1

The results go on:
SMILES	GPR151 activ	TEAD-YAP inh	MITF primary	FBW7 act
CC(=O)C(CCC#N)(CCC#N)c1ccccc1	0.3	6	11	0.1
CC(=O)C1=C(O)C(=O)NC1c1ccc(Cl)cc1Cl (stereo not given)	-0.1	1	11	0.1
O=Cc1cc(C(=O)O)cc2c1OCOC2	11*	-4	-7	-0.1
Cc1ccc2oc(-c3ccc(NC(=O)c4ccccc4Cl)cc3O)nc2c1	-1.2	1	22	0.6
CC(CC#N)(OC(=O)c1ccc([N+](=O)[O-])cc1)c1ccccc1 (stereo not given)	1.8	-9	0	-0.2
O=C(NCc1ccco1)c1cccc(Cl)c1Cl	-0.8	7	-14	-0.1
O=C(NC1CC1)c1ccc(-c2nc3ncnc(Nc4ccc(N5CCOCC5)cc4)c3[nH]2)cc1	0.4	-1	18	0.2
OC1C2CN3CCN(C2)CC1(Cc1ccccc1)C3 (stereo not given)	-1.6	-9	3	0.0
CC(=O)OC[C@H]1O[C@@H](n2cnc3c(=O)[nH]cnc32)[C@H](OC(C)=O)[C@@H]1OC(C)=O	0.0	1	-9	0.1
COc1ccc(C2NC(=O)NC(C)=C2C(=O)Nc2ccc(F)c(F)c2)cc1OC (stereo not given)	-0.8	-1	0	0.0
Cc1c(C(=O)NC(C)(C)C)oc2ccc(Br)cc12	-0.5	-51	-3	0.6
CCc1nc(SCC(=O)c2ccc(OC)c(C)c2)n[nH]1	-0.9	-8	2	-0.1
O=C(C1=C(O)C(=O)N(CCCn2ccnc2)C1c1ccc(Cl)cc1)c1ccco1 (stereo not given)	1.4	14	-6	0.3
CCOc1ccc2nc(SCC(=O)NC3CCCC3)c(C#N)cc2c1	0.3	5	3	0.7
COC(=O)c1ccc(-n2c(C)cc(C(=O)CN3CCOCC3)c2C)cc1	-1.0	-8	3	-0.2
Cc1cccc(C(=O)Nc2sc3c(c2C(=O)N2CCCCCC2)CCCCC3)c1	-0.3	2	-7	0.0
COc1ccc(CNC(=O)NC2(C(F)(F)F)Oc3ccccc3O2)cc1	-1.1	3	1	0.1

Given with values under each structure: 2 of the compounds above
Values run as follows: GPR151 activ, TEAD-YAP inh, MITF primary, FBW7 act
- O=C(Nc1cccc(F)c1)C1CCC(CNc2c(N3CCCC3)c(=O)c2=O)CC1 (stereo not given)
    0.6, 4, -2, -0.1
- Cc1cccc(C(=O)Nc2sc3c(c2C(=O)N2CCCCCC2)CCCCC3)c1
    -0.3, 2, -7, 0.0

Assay outcomes from PubChem BioAssay.
